A549 tox – kills or reduces viability of A549 cells in Nrf2 counter-screen; hit rate 0.16% among 390,000; Potency, µM (doses to about 46 µM), for inactives: at the top dose activity change, negative = cytotoxicity, hits mostly inhibitors; A549 ARE-Fluc cells, CellTiter-Fluor viability, 18-24 h; further: potency means the concentration at half of the fitted maximal effect; on the % scale 0 is the no-effect control and ±100 the full control effect
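A549 ARE-Fluc cells in 5% FBS OPTI-MEM, 5000 cells/well, rested 2 h then exposed to compounds in concentration-response for 18-24 h at 37 °C. Viability by CellTiter-Fluor fluorescence (Ex 405/Em 525) after 30 min; luciferase luminescence (BugLite, 15 min, RT) read afterwards.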
TGFb SMAD3 inh – blocks TGF-b signaling. HepG2 CAGA-GFP TGF-b/SMAD3 reporter, GFP fluorescence, 18 h; TGF-beta stimulated, 500 pg/mL final. Potency, µM (top dose mostly 46.1 µM), inactives show at the highest dose activity, negative = inhibition, usual class: inhibitors. hit rate 1.2% among 410,000. AID 588855; further: potency means the concentration at half of the fitted maximal effect; on the % scale 0 is the no-effect control and ±100 the full control effect; nearly all actives have a fitted effect of over 65% in size
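Smad-responsive CAGA-GFP expression was quantified in HEPG2 cells exposed to compounds and 500 pg/mL final TGF-beta for 18 h at 37 degrees C; unstimulated wells defined full inhibition.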
Nrf2 ARE act – activates Nrf2 signaling; AREc32 ARE-luciferase reporter (MCF7-derived line), luminescence, 24 h; Potency, µM (titrated, usually from 46.1 µM), inactives show top-dose activation, actives largely listed as activators; hit rate 0.31% among 410,000; AID 624171; further: potency means the concentration at half of the fitted maximal effect; % of control where 0% means no effect; nearly all actives have a fitted effect of over 65% in size
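For detection, Steady-Glo was added and plates sat 30 min at RT; before that, AREc32_Fluc cells grown overnight in OPTI-MEM/5% FBS had been treated with 23 nL compound for 24 hr at 37 deg C.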
MmCpn inh – blocks the Methanococcus maripaludis chaperonin Mm-Cpn | hit rate 0.031% among 330,000 | AID 504842 | purified Mm-Cpn ATPase, ADP Transcreener TR-FRET | Potency, µM (highest dose often 76.9 µM), without a hit: at the highest dose activity, negative = inhibition, hits mostly inhibitors; further: potency means the concentration at half of the fitted maximal effect; on the % scale 0 is the no-effect control and ±100 the full control effect; nearly all actives have a fitted effect of over 80% in size
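ATP (10 uM final) was added to archaeal chaperonin (25 nM final) after 10 min exposure to test compound at 37°C; after 30 min further incubation, ADP was detected by competitive TR-FRET.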
Nrf2 inh – inhibitors of Nrf2 signaling | Potency, µM (doses to about 46 µM), inactives show at the highest dose activity change, negative = inhibition, usual class: inhibitors | AID 504444 | hit rate 2.1% among 360,000 | A549 ARE-Fluc reporter, luciferase luminescence, 18-24 h; further: potency means the concentration at half of the fitted maximal effect; on the % scale 0 is the no-effect control and ±100 the full control effect; nearly all actives have a fitted effect of over 60% in size
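A549 ARE_Fluc cells, 5000/well, 5% FBS OPTI-MEM; compounds in dose-response, 18-24 h at 37 °C/5% CO2; CellTiter-Fluor viability read (Ex 405/Em 525), then BugLite luciferase luminescence = Nrf2 activity.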
EPAC2 agonist – activates human EPAC2 exchange factor; Potency, µM (highest dose often 154 µM), for the others: top-dose activation, most hits filed as activators; Q8WZA2; hit rate 0.079% among 360,000; EPAC2 activation, biochemical qHTS; response scale: 100% = 6.5 mM cAMP response; further: potency means the concentration at half of the fitted maximal effect; nearly all actives have a fitted effect of over 50% in size
Target sequence (Q8WZA2 whole entry, looked up): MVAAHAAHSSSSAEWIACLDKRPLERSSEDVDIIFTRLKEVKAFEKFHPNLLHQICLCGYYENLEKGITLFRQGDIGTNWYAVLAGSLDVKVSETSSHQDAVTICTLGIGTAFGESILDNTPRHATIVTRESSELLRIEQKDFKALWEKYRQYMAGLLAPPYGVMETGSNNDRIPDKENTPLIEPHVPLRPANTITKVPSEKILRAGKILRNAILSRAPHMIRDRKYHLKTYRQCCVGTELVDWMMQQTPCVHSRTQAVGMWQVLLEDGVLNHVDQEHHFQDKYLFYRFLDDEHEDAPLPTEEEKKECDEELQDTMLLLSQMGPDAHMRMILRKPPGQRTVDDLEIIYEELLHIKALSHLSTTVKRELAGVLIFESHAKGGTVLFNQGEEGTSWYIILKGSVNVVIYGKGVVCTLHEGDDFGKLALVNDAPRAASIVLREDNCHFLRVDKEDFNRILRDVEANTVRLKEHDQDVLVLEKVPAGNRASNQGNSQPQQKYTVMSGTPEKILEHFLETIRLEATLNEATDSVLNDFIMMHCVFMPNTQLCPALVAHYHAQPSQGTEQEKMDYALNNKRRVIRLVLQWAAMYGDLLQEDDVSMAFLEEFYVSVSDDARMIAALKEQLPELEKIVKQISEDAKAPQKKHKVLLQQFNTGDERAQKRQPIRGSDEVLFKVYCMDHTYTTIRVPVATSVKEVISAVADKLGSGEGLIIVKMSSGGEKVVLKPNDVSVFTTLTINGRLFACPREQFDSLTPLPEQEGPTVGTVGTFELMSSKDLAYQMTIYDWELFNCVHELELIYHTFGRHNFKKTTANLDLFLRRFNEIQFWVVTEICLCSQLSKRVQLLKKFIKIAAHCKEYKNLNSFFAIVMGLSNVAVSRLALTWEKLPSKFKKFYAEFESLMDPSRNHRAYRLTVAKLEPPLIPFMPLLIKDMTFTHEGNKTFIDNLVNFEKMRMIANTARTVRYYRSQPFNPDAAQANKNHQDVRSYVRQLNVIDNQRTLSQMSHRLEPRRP
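Readout is BODIPY fluorescence (480 nm excitation, 540 nm emission), which falls as labeled GDP is exchanged off Rap1B. EPAC2 at 100 nM acted on 250 nM RAP1B-BODIPY-GDP with 50 uM GDP present.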
EPAC2 antag – EPAC2 (human) antagonism; hit rate 0.18% among 360,000; Potency, µM (doses to about 114 µM), inactives show at the top dose activity, negative = inhibition, usual class: inhibitors; EPAC2 GEF exchange of Rap1B-BODIPY-GDP, fluorescence; Q8WZA2; further: potency means the concentration at half of the fitted maximal effect; on the % scale 0 is the no-effect control and ±100 the full control effect; nearly all actives have a fitted effect of over 45% in size; many of its hits are not listed in these tables
CCT modulator – modulators of cytosolic chaperonin (CCT/TRiC) activity | hit rate 0.3% among 360,000 | activity change, % (no concentration beside the values), hits read low | purified chaperonin ATPase assay, HTRF ADP detection, 30 min; in the data active means activity change below about -30%; further: on the % scale 0 is the no-effect control and ±100 the full control effect
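Enzyme 40 or 20 nM (batch-dependent) in Tris pH 7.4/KCl/MgCl2/DTT; cpd 76 uM single point; ATP 10 uM; 30 min 37 °C; Transcreener ADP HTRF detection, 30 min RT; ratio 665/615.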
pAkt inh – blocks phosphorylation of Akt; AID 651550; Neuro2A IGF-stimulated pAkt S473 HTRF, 20 min; active compounds read low; hit rate 0.32% among 360,000; activity change, % for hits at 50 µM; in the data active means activity change below about -80%; inconclusive means mostly about -51% to -80%; further: on the % scale 0 is the no-effect control and ±100 the full control effect
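Neuro2A cells in DMEM with 0.5% FBS, overnight at 37 deg C, given compound at single 50 µM final, then IGF (6 nM final) for 20 min at 37 deg C. Lysed; phospho-Akt Ser473 by HTRF after 24 h, 665/615 ratio.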
An asterisk follows results filed as active; i = inactive; ? = inconclusive; / = not tested or not shown; & = joins results of further samples; [ ] = remark or other dose. Unless noted, the call rests on the fitted dose curve; in most records, active means well fitted curve in the direction sought with a large enough effect; inconclusive means small, poorly fitted or top-dose-only effect, or another doubt; inactive means no such curve, though single readings can be large; an effect the other way counts as inactive or inconclusive. Not all compounds are listed. The share of hits here may be higher or lower than overall.

SMILES | A549 tox | TGFb SMAD3 inh | Nrf2 ARE act | MmCpn inh | Nrf2 inh | EPAC2 agonist | EPAC2 antag | CCT modulator | pAkt inh
CCOc1ccc(Cl)cc1-c1cc(C(=O)Nc2ccc(Br)cc2)[nH]n1 | / | ? | 3.8% | / | / | 13% | 15% | 0.3 | i
O=C(CCS(=O)(=O)c1ccc2c(c1)NC(=O)CS2)NCc1cccs1 | 4% | -12% | 0.2% | 1% | -15% | -2% | 5% | -0.2 | i
CCCOc1ccccc1NC(=O)/C=C/C(N)=O | -6% | ? | 0.2% | -1% | / | 3% | 4% | 0.6 | i
CCCCNC(=O)N1c2ccccc2CC1C (stereo not drawn) | 2% | -4% | 0.3% | 0% | ? | 4% | 5% | -5.6 | i
COC(=O)[C@@H](NC(=O)N1CCN(C(=O)C2COc3ccccc3O2)CC1)C(C)C (stereo partly drawn) | -3% | 22% | -0.1% | 3% | 18% | -3% | 2% | 0.6 | i
O=C(NCc1cccc(Cl)c1)c1ccc2nc(N3CCOCC3)sc2c1 | 1% | 2% | 2.1% | 1% | -28% | 6% | -13% | -0.1 | i
CCCn1c2ccccc2c2cnn(CC(=O)NCCCN(Cc3ccccc3)C(C)C)c(=O)c21 | -18% | ? | 4.9% | / | 23% | / | / | / | /
CCc1noc(C)c1C(=O)N(Cc1ccccc1)c1c(N)n(CCOC)c(=O)[nH]c1=O | -1% | 4% | -0.5% | 2% | 2% | 7% | -5% | -0.3 | i
CCOC(=O)Cn1c(=NC(=O)C2COc3ccccc3O2)sc2cc(S(N)(=O)=O)ccc21 (stereo not drawn) | 0% | -8% | 2.4% | -3% | 0% | -5% | 6% | -0.6 | i
CN(C(=O)COC(=O)c1cc(F)c(F)cc1Cl)c1ccccc1 | 4% | 0% | -2.2% | 2% | 9% | 4% | -5% | -0.5 | i
Cc1nc2ccc(NC(=O)c3cccs3)cc2c(=O)n1Cc1ccc(Cl)cc1 | ? | ? | 8.8% | -6% | 4.6µM* | 6% | -5% | 0.1 | i
Cn1c(SCC(=O)Nc2cccc(Br)c2)nnc1-c1cc2ccccc2o1 | -9% | -14% | -0.1% | -2% | ? | 3% | 17%[57.1 µM] | 0.3 | i
COc1ccccc1CNC(=O)CS(=O)Cc1nc(-c2ccc(OC)c(OC)c2)oc1C (stereo not drawn) | -12%&0% | ? | 0.0%&4.3% | -2% | -15%&6% | 7% | 1% | -2.0 | /
CCOc1ccccc1N1CCN(C(=O)c2ccc(Cl)c(S(=O)(=O)N3CCCCC3)c2)CC1 | -12% | -18% | -0.6% | 0% | ? | 1% | 0% | -2.2 | i
CC1=C(C(=O)Nc2ccc(Cl)cc2)C(c2ccccc2F)n2nc(SCc3cccc(Cl)c3)nc2N1 (stereo not drawn) | -1% | -13% | -1.4% | / | 12% | / | / | / | /
CC1(C(=O)OCC(=O)Nc2ncc(Cl)cc2Cl)CC1(Cl)Cl (stereo not drawn) | 6% | 0% | -0.2% | 0% | 3% | 6% | -3% | -1.7 | i
Cc1ccc(NC2CCCN(C(=O)c3cccs3)C2)cc1C (stereo not drawn) | 11% | -2% | 5.3% | 0% | ? | 0% | -9% | 1.3 | i
Cc1cc(C)cc(Oc2ccccc2C=O)c1 | -6% | -8% | 0.3% | -1% | 4% | 11% | -1% | -1.6 | i
CCC(C)C(=O)OC1CCC=C2C=CC(C)C(CCC3CC(O)CC(=O)O3)C21 (stereo not drawn) | -12% | -3% | 2.4% | / | ? | -16% | -18% | 0.3 | i
COC(=O)c1ccc(CNC(=O)c2ccc3c(c2)OCCO3)cc1 | -3% | -2% | -0.5% | 0% | 1% | 9% | 3% | -1.2 | i
O=C(CSc1nnnn1-c1cccc(O)c1)NC1CC1 | -5% | ? | -0.2% | 1% | -3% | 10% | 3% | -1.1 | i
Cc1ccc(C(=O)c2ccccc2C(=O)O)s1 | -4% | 0% | -1.1% | -4% | 0% | -13% | 2% | 0.3 | i
CCOC(=O)C1CCCN(CCC(=O)Nc2ccc(Br)c(C)c2)C1 (stereo not drawn) | -13% | -13% | -0.5% | 1% | -10% | -1% | 6% | 0.9 | i
O=C(NCC1CCCO1)c1ccccc1NC(=O)c1cccc2ccccc12 (stereo not drawn) | -3% | -6% | 2.4% | 1% | -13% | 7% | -2% | -0.5 | i
Cc1cc(=O)oc2cc3oc(=O)cc(C)c3cc12 | 5% | -10% | -0.5% | 1% | 5% | 5% | -9% | 0.2 | i
CN(C)c1cccc(CNC(=O)c2csc([C@H]3C[C@H](O)[C@@H](CO)O3)n2)c1 | / | 5% | -1.1% | / | / | 9% | -6% | -0.3 | i
CCOc1ccc(NC(=O)CN(C)C(=O)c2cccc3ccccc23)cc1OCC | -3% | -3% | -1.0% | 1% | 3% | 5% | 0% | -2.5 | i
CCN(CC)CCNc1nc2c(c(=O)[nH]c(=O)n2C)n1CCCc1ccccc1 | 0% | 13% | -0.9% | -2% | -8% | 6% | 10% | -1.2 | i
CC(C)=C(NC(=O)c1ccccc1)C(=O)N/N=C(\C)c1ccccc1O | -3% | -29% | -0.5% | 1% | -4% | 2% | 2% | -0.8 | i
COc1ccc(OC)c(-c2nn(-c3ccccc3)cc2C(=O)NCC(c2cccs2)N2CCOCC2)c1 (stereo not drawn) | 3% | -6% | -0.4% | 1% | -5% | 6% | -4% | -0.3 | i
CN1CCC(OC(=O)c2ccc(Br)cc2)CC1 | -6% | -15% | -0.6% | / | 2% | 1% | -1% | -7.9 | i
COc1ccc(C(=O)n2c(N)nc3ccccc32)cc1OC | 4% | 3% | 3.1% | 1% | ? | 3% | 3% | -5.5 | i
Cc1ccc(COC(=O)Cc2coc3cc(O)ccc23)cc1 | -1% | ? | 5.6% | 0% | 4% | 10% | -14% | 1.2 | i
CN(CCc1cn[nH]c1)Cc1nc(Cc2ccccc2)no1 | -5% | 2% | 0.4% | 2% | -8% | 11% | 5% | -0.3 | i
CCC(=O)C1CCCN(C(=O)c2cccc(OC3CCN(S(C)(=O)=O)CC3)c2)C1 (stereo not drawn) | 2% | 0% | 0.1% | / | 3% | 7% | 5% | -2.4 | i
Cc1ccc(/C=C/c2onc(C)c2S(=O)(=O)N2CCC(C(=O)N3CCCCC3)CC2)cc1 | -5% | -11% | -0.1% | 2% | -30% | 19% | -1% | -8.9 | i
Cc1cc(Sc2ccc([N+](=O)[O-])cn2)ccc1Br | -7% | 30% | -0.7% | / | -1% | 8% | 6% | -3.6 | i
O=C(CN1C(=O)/C(=C/c2cccc(Br)c2)SC1=S)N1CCCC1 | 0% | -25% | 14% | -1% | 17% | 12% | 3% | 1.9 | i
COc1cccc(-c2ncc3ccccn23)c1 | -5% | -10% | 13% | -7% | ? | 7% | 10% | -2.9 | i
CCC(=O)N1Cc2cc(C(=O)N(C)C)nc(-c3cccc(-c4cncnc4)c3)c2[C@@H]1CCO | / | / | -0.9% | / | / | 5% | 1% | -0.6 | i

An excerpt of these results, with two lines to a compound.
The line under a structure holds: A549 tox	TGFb SMAD3 inh	Nrf2 ARE act	MmCpn inh	Nrf2 inh	EPAC2 agonist	EPAC2 antag	CCT modulator	pAkt inh
> CC(C)=C(NC(=O)c1ccccc1)C(=O)N/N=C(\C)c1ccccc1O
 : -3%	-29%	-0.5%	1%	-4%	2%	2%	-0.8	i
> COc1ccc(OC)c(-c2nn(-c3ccccc3)cc2C(=O)NCC(c2cccs2)N2CCOCC2)c1 (stereo not drawn)
 : 3%	-6%	-0.4%	1%	-5%	6%	-4%	-0.3	i

The results go on:
SMILES | A549 tox | TGFb SMAD3 inh | Nrf2 ARE act | MmCpn inh | Nrf2 inh | EPAC2 agonist | EPAC2 antag | CCT modulator | pAkt inh
CCN(C(=O)COC(=O)C1CCC(C(C)(C)C)CC1)c1c(N)n(Cc2ccccc2)c(=O)[nH]c1=O (stereo not drawn) | -20% | -7% | 0.0% | / | 13µM* | 0% | 26% | -0.6 | i
O=C(Cc1ccccc1Cl)c1ccccc1 | -22% | 0% | -0.6% | / | ? | 7% | ? | 0.6 | i
CNS(=O)(=O)c1cccc(C(=O)OCC(=O)c2ccc3c(c2)OCCO3)c1 | -8% | -5% | -0.4% | -13% | 21µM* | 0% | -11% | -2.8 | i
CCN(Cc1ccccc1)S(=O)(=O)c1cc(C(=O)OC)n(C)c1 | -2% | -4% | -0.1% | 2% | -2% | 1% | -26% | -0.2 | i
NC(=O)C1CCN(C(=O)CSc2nc3ccccc3[nH]2)CC1 | 1% | 0% | 0.1% | -1% | 6% | -1% | 5% | -1.8 | i
CC(C)(C)S(=O)N1Cc2ccc(CO)cc2[C@@H]1CCO (stereo partly drawn) | 4% | -11% | 7.5% | / | ? | 0% | 4% | -0.3 | i
CNC(=O)C1CCC(Cn2c(=O)c3sccc3n(Cc3ccc(F)cc3)c2=O)CC1 (stereo not drawn) | 11% | -3% | 0.8% | / | 9% | / | / | / | /
CC1=C(C(=O)Nc2ccccc2)C(c2cc(Br)ccc2F)n2ncc(C(=O)Nc3ccccc3)c2N1 (stereo not drawn) | 1% | ? | 0.1% | / | -21% | / | / | / | /
NS(=O)(=O)c1cccc(NC(=O)CSc2nc3nc(-c4cccs4)cc(C(F)(F)F)c3c(=O)[nH]2)c1 | 3% | 4% | 0.2% | 2% | 12% | 5% | -20% | -5.8 | i
CC(C)CCOP(=O)(c1ccc(N(C)C)cc1)C(O)c1ccccn1 (stereo not drawn) | -24% | -12% | 3.7% | -1% | 10% | 7% | 1% | -3.0 | i
O=C(c1ccccn1)N1CCCC(N2CCN(c3ccccc3)CC2)C1 (stereo not drawn) | 0% | 0% | -0.2% | 0% | 5% | 5% | 3% | 0.9 | i
COCc1cc(=O)[nH]c2cc(NC(=O)C(F)(F)F)c(C)cc12 | -3% | 8% | 0.0% | -4% | -8% | -3% | 0% | -3.0 | i

From PubChem
